AGP1 TOR yeast: alters AGP1-GFP fluorescence in TOR pathway yeast screen; actives 0.02% (n = 320,000); AID 2066; S. cerevisiae AGP1-GFP multiplex flow cytometry, 3 h; GFP as percent of DMSO wells; GFP response vs DMSO, % at 10 µM;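 active means GFP response relative to DMSO above a set limit, near screen average plus 3 SD, cut at about 150% in these data; inconclusive means fewer than 70 cells counted for the yeast strain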;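 further: median GFP channel fluorescence of the gated AGP1 strain per well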
CIT2 TOR yeast: modulators of TOR pathway CIT2-GFP in S. cerevisiae | S. cerevisiae CIT2-GFP strain, flow cytometry, 3 h; 100 means same as DMSO wells | GFP response vs DMSO, % at 10 µM | actives 0.065% (n = 320,000) | AID 2029;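 active means GFP response relative to DMSO above a set limit, near the screen mean plus 3 SD, cut at about 150% in these data; inconclusive means Fewer than 70 cells measured for a yeast strain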;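 further: ratio of well median GFP fluorescence to mean of DMSO wells on the plate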
AHR act: human AHR activation; P35869; AHR-responsive luciferase reporter cells, luminescence; activation, % at 5 µM; actives 2.5% (n = 320,000); in the data active means activation above about 47%;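 further: 0% = vehicle wells and 100% = reference agonist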
LAP4 TOR yeast: modulators of TOR pathway LAP4-GFP in S. cerevisiae | actives 0.34% (n = 320,000) | S. cerevisiae LAP4-GFP multiplex, flow cytometry GFP, 3 h; median GFP as percent of DMSO wells | GFP response vs DMSO, % at 10 µM;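 active means GFP response vs DMSO above a set limit, about the screen mean plus 3 SD, cut at about 150% in these data; inconclusive means under 70 cell events counted for the yeast strain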
MEP2-GFP yeast: yeast TOR pathway MEP2-GFP modulation; S. cerevisiae MEP2-GFP strain, flow cytometry GFP, 3 h; 100% = DMSO control level; GFP response vs DMSO, % at 10 µM; actives 0.51% (n = 330,000); AID 2016;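 active means GFP response versus DMSO above a set limit, roughly screen mean plus 3 SD, cut at about 180% in these data; inconclusive means fewer than 70 cells counted for a yeast strain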;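 further: median GFP fluorescence of the barcode-gated MEP2-GFP cells per well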
RPL19A TOR yeast: yeast TOR pathway RPL19A-GFP modulation; S. cerevisiae RPL19A-GFP strain, flow cytometry, 3 h; hits give low values; percent response vs DMSO, % at 10 µM; actives 0.3% (n = 330,000);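 active means percent response vs DMSO below 50%; inconclusive means fewer than 70 events counted for the yeast strain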;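 further: median channel GFP fluorescence of the barcoded RPL19A-GFP strain; ratio of sample median GFP to plate DMSO average so 100% = DMSO; lower means less RPL19A-GFP as with rapamycin TOR inhibition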
proCasp3 act: activates human procaspase-3. recombinant procaspase-3 D3A, Ac-DEVD-pNA absorbance 405 nm. activation, % at 8.5 µM. actives 0.11% (n = 330,000);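 active means activation above the mean of all tested compounds plus 3 SD, cut at about 21% in these data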;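 further: 0% = DMSO alone and 100% = DMSO wells spiked with extra 5 µM PC-3 D3A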
Target sequence (P42574 whole entry D9A/D28A/D175A): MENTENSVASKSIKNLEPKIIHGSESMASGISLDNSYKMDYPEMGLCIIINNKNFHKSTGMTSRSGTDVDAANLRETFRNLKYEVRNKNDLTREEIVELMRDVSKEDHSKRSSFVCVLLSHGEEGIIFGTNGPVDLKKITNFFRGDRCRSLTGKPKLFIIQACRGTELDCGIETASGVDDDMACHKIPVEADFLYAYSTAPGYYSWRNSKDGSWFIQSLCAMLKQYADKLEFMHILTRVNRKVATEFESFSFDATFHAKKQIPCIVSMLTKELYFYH
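Assay system – Procaspase-3 D3A mutant · Benchmarks – DMSO low control, extra-enzyme high control · Technique – 405 nm absorbance of p-nitroaniline, reads at 0 and 120 min · Doses – 8.5 µM nominal · Measure – % activation between DMSO and enzyme-spiked controls · Also added – Ac-DEVD-pNA chromogenic peptide substrate · Schedule – 1 h compound preincubation, 2 h substrate hydrolysis at 25 °C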
proCasp7 act: activates human procaspase-7, counter-screen for procaspase-3 activators; P55210; recombinant procaspase-7, Ac-DEVD-pNA absorbance 405 nm; D23A/D198A/D206A triple mutant, cannot self-cleave; scale: DMSO 0, 5 µM enzyme 100; activation, % at 8.5 µM; actives 0.093% (n = 330,000); AID 463210;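 active means percent activation above the screen-wide mean plus 3 SD, cut at about 25% in these data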
Target sequence (P55210 whole entry D23A/D198A/D206A): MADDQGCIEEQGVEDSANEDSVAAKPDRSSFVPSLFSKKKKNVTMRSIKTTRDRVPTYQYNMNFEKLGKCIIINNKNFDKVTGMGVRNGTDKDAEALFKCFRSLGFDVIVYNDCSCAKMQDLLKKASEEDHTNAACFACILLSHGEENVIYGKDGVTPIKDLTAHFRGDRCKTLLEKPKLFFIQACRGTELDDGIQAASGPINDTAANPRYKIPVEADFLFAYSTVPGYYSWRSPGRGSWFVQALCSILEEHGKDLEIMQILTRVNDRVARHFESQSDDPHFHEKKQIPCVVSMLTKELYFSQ
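System: Procaspase-7 triple mutant (PC-7 D3A); measure: % activation from two-timepoint absorbance difference, scaled to controls; times: 1 h compound preincubation, 2 h substrate cleavage, 25 °C; also added: Ac-DEVD-pNA substrate, 400 µM as added; measured by: Epi-absorbance of released pNA at 405 nm, two timepoints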
An asterisk follows results filed as active; ? = inconclusive; . = no result given; [ ] = another dose, or the depositor's remark.

1: Cc1noc(C)c1C(=O)N(CC(C)C)c1nc2ccccc2s1
2: O=C(NC1CCCCC1)c1ccc(-c2cccc([N+](=O)[O-])c2)o1
3: COc1ccc(NC(=O)C(c2ccc(C)cc2)N(C)C(=O)Cc2cccs2)cc1 (stereo unspecified)
4: Cc1cc(C)c(NC(=O)CN2CCOCCOCCOCCOCC2)c(C)c1
5: Cc1nn(Cc2ccccc2Cl)c(C)c1C(=O)Nc1nnc(C2CC2)s1
6: Cc1nnc(NC(=O)CSc2nnc3ncccn23)s1
Compound	1	2	3	4	5	6
AGP1 TOR yeast	94	95	102	104	99	93
CIT2 TOR yeast	92	.	94	109	102	94
AHR act	1	3	-2	0	17	0
LAP4 TOR yeast	96	86	95	98	95	90
MEP2-GFP yeast	97	102	96	105	103	95
RPL19A TOR yeast	93	111	100	97	99	93
proCasp3 act	-3	-5	-2	2	8	2
proCasp7 act	-5	-7	1	3	-4	-1

7: Cc1ccc(OCC(=O)OC(C)C(=O)NC2CCCCC2C)cc1C (stereo unspecified)
8: O=C(c1ccco1)N(Cc1nc2ccccc2c(=O)[nH]1)C1CCCC1
9: CCOc1ccc(C/C(N)=N/n2cnnc2)cc1
10: Cc1ccc(C2OC(=O)c3ccccc32)cc1 (stereo unspecified)
11: COC(=O)C1=C(C)N(C)C(=O)NC1c1ccc(O)c(OC)c1 (stereo unspecified)
12: CC1CC(C)CN(c2ncc3c(n2)CC(c2ccccc2)CC3=O)C1 (stereo unspecified)
Compound	7	8	9	10	11	12
AGP1 TOR yeast	91	?	107	100	105	104
CIT2 TOR yeast	83	?	102	96	91	107
AHR act	2	2	2	2	-1	1
LAP4 TOR yeast	100	78[may fluoresce violet]	92	94	98	103
MEP2-GFP yeast	110	271*[may fluoresce violet]	102	99	98	101
RPL19A TOR yeast	104	16*[may fluoresce violet]	99	97	99	104
proCasp3 act	9	10	-4	7	-6	2
proCasp7 act	-10	2	10	-4	-2	-4

13: C/C(=N\Nc1ccccc1C)c1cccnc1
14: Cc1nc(-c2ccc(F)cc2)c(CC(=O)N(C)CC(=O)Nc2ccccc2Br)s1
15: COc1ccc(NC(=O)c2cc(F)cc(F)c2)cc1Cl
16: CCN(CC)S(=O)(=O)c1cccc(C(=O)N/N=C/c2ccc(N3CCOCC3)cc2)c1
17: COc1ccc(S(=O)(=O)N(C)c2ccc(C(=O)NCC3CCCO3)cc2)cc1OC (stereo unspecified)
18: Cc1ccc(NC(=O)CCc2c(C)nn(-c3ccc(N4CCOCC4)nn3)c2C)c(C)c1
Compound	13	14	15	16	17	18
AGP1 TOR yeast	96	100	87	104	99	100
CIT2 TOR yeast	102	95	86	98	97	101
AHR act	41	2	3	8	0	3
LAP4 TOR yeast	95	104	103	94	95	97
MEP2-GFP yeast	106	100	99	100	91	97
RPL19A TOR yeast	102	95	91	101	94	95
proCasp3 act	1	4	-3	2	-3	3
proCasp7 act	-12	7	4	6	4	4

19: COc1ccccc1NC(=O)CNC(=O)c1ccccc1
20: COc1ccc(Nc2nc(NCc3ccco3)nc(N/N=C/c3ccccc3Cl)n2)cc1
21: O=C(Nc1ccc(Cl)cn1)C1CCCN1S(=O)(=O)c1ccccc1 (stereo unspecified)
22: CCCC(CCC)=NNc1ccc(S(=O)(=O)Nc2ccccc2OC)cc1[N+](=O)[O-]
23: COc1cccc(N(CC(=O)NC2CCCCC2)C(=O)CCC(=O)Nc2nccs2)c1
24: COc1ccc(NC(=S)NCC2CCCO2)c(C)c1 (stereo unspecified)
Compound	19	20	21	22	23	24
AGP1 TOR yeast	102	98	90	102	96	103
CIT2 TOR yeast	93	97	102	88	104	108
AHR act	7	30	3	0	-1	-4
LAP4 TOR yeast	?	94	96	111	89	100
MEP2-GFP yeast	80	104	101	96	108	110
RPL19A TOR yeast	88	107	99	91	94	101
proCasp3 act	-7	3	1	-1	1	1
proCasp7 act	3	0	-8	6	6	9

Reformatted with bars between the fields: entries from further up
No. | mol | AGP1 TOR yeast | CIT2 TOR yeast | AHR act | LAP4 TOR yeast | MEP2-GFP yeast | RPL19A TOR yeast | proCasp3 act | proCasp7 act
21 | O=C(Nc1ccc(Cl)cn1)C1CCCN1S(=O)(=O)c1ccccc1 (stereo unspecified) | 90 | 102 | 3 | 96 | 101 | 99 | 1 | -8
22 | CCCC(CCC)=NNc1ccc(S(=O)(=O)Nc2ccccc2OC)cc1[N+](=O)[O-] | 102 | 88 | 0 | 111 | 96 | 91 | -1 | 6
23 | COc1cccc(N(CC(=O)NC2CCCCC2)C(=O)CCC(=O)Nc2nccs2)c1 | 96 | 104 | -1 | 89 | 108 | 94 | 1 | 6

Next section
25: CCOc1ccc(N(C(C)C(=O)N/N=C(\C)C(C)(C)C)S(C)(=O)=O)cc1 (stereo unspecified)
26: COc1cccc(NC(=O)CSc2nnc(Cc3ccc(C)cc3)c(=O)n2N)c1
27: Cc1cc(/C=N/NC(=O)C(O)(c2ccccc2)c2ccccc2)c(C)n1-c1cccc(C(=O)O)c1
28: COc1ccc(/C=N/N=C/c2ccc(OC)c(O)c2)cc1O
29: Cc1ccc2sc(N(CCCN(C)C)C(=O)c3ccc(S(=O)(=O)N4CCCCCC4)cc3)nc2c1C
30: CCCn1c(C(C)Nc2nc(-c3ccc(Cl)c([N+](=O)[O-])c3)cs2)nc2cc(Cl)c(N3CCCCC3)cc21 (stereo unspecified)
Compound	25	26	27	28	29	30
AGP1 TOR yeast	99	104	97	99	107	101
CIT2 TOR yeast	104	102	106	93	109	99
AHR act	2	5	-3	0	-4	4
LAP4 TOR yeast	97	102	95	95	108	90
MEP2-GFP yeast	104	102	98	98	115	100
RPL19A TOR yeast	101	99	106	95	103	99
proCasp3 act	4	1	-2	2	3	-1
proCasp7 act	-6	-7	4	-5	4	-4

Entries above containing two or more sulfur atoms:
6: Cc1nnc(NC(=O)CSc2nnc3ncccn23)s1
29: Cc1ccc2sc(N(CCCN(C)C)C(=O)c3ccc(S(=O)(=O)N4CCCCCC4)cc3)nc2c1C
Compound	6	29
AGP1 TOR yeast	93	107
CIT2 TOR yeast	94	109
AHR act	0	-4
LAP4 TOR yeast	90	108
MEP2-GFP yeast	95	115
RPL19A TOR yeast	93	103
proCasp3 act	2	3
proCasp7 act	-1	4

Continued:
31: CCN1CCCC1CNC(=O)Cn1cnc2sc(C)c(S(=O)(=O)N3CCC(C)CC3)c2c1=O (stereo unspecified)
32: CCn1c(SCC(=O)Nc2cccc(OC)c2)nc2ccccc2c1=O
33: O=C(CSC(=S)N1CCCC1)N1CCN(S(=O)(=O)c2cccc([N+](=O)[O-])c2)CC1
34: COCCN(CCOC)S(=O)(=O)c1ccc(OC)cc1
35: Cc1cc(N(CN2CCCC2=O)C(=O)c2ccc(F)cc2)no1
36: NC(=S)Nc1c(Cl)cccc1Cl
Compound	31	32	33	34	35	36
AGP1 TOR yeast	103	107	94	117	102	107
CIT2 TOR yeast	103	104	111	109	102	104
AHR act	1	.	-3	0	-3	2
LAP4 TOR yeast	101	102	89	104	98	109
MEP2-GFP yeast	99	101	107	100	103	94
RPL19A TOR yeast	97	106	101	108	100	98
proCasp3 act	12	.	-2	8	3	-19
proCasp7 act	5	.	3	3	-4	-3

37: CCS(=O)(=O)c1ncc(Cl)c(C(=O)Nc2ccc(S(=O)(=O)N3CCCC(C)C3)cc2)n1 (stereo unspecified)
38: Cc1ccc(C)c(CN2CCCN(Cc3cc(C)ccc3C)S2(=O)=O)c1
39: CCOC(=O)c1ccccc1OCc1cc(/C=N/NC(=O)c2cccnc2)ccc1OC
40: NC(=O)C1CCN(CC(=O)Nc2ccc(S(=O)(=O)N3CCOCC3)cc2)CC1
41: COc1cccc(/C=C(\C(=O)O)c2ccccc2)c1
42: O=C(CN1CCc2ccccc2C1)Nc1ccc(F)cc1
Compound	37	38	39	40	41	42
AGP1 TOR yeast	98	99	101	96	108	98
CIT2 TOR yeast	104	106	88	96	.	103
AHR act	-3	1	9	-1	1	.
LAP4 TOR yeast	98	95	98	96	112	95
MEP2-GFP yeast	106	112	97	103	103	107
RPL19A TOR yeast	100	106	92	107	104	106
proCasp3 act	-13	-1	11	0	1	.
proCasp7 act	-2	8	3	4	5	.

43: CSc1nc(-c2ccco2)nn1C(=O)c1cccs1
44: COc1cccc(C2C(C(=O)c3cc4cccc(OC)c4o3)=C(O)C(=O)N2c2cc(C)on2)c1OC (stereo unspecified)
45: Oc1ccc(N2CCN(C(c3ccccn3)c3nnnn3C3CCCC3)CC2)cc1 (stereo unspecified)
46: CCN(CC)CCNc1ncnc2c1sc1nc(N3CCOCC3)c3c(c12)CCCC3
47: CCOc1ccc(CCNS(=O)(=O)c2ccc3c(c2)NC(=O)CO3)cc1OCC
48: COCCNC(=O)C1(C(F)(F)F)CC(CCCO)CCCO1 (stereo unspecified)
Compound	43	44	45	46	47	48
AGP1 TOR yeast	92	104	110	116	99	96
CIT2 TOR yeast	103	90	102	110	102	91
AHR act	1	8	-1	2	1	4
LAP4 TOR yeast	106	99	99	103	101	106
MEP2-GFP yeast	97	100	105	115	100	106
RPL19A TOR yeast	99	97	102	112	99	102
proCasp3 act	6	-4	-5	-3	1	6
proCasp7 act	-2	-19	-29	-4	-3	-5

49: CCN(CC)CCNC(=O)C(=O)NCC1OCCN1S(=O)(=O)c1ccc(Cl)cc1 (stereo unspecified)
50: O=C(CSc1nncn1-c1ccccc1)Nc1ccc(F)cc1F
51: NC(=O)C1CCN(CC(O)CSc2ccc(F)cc2)CC1 (stereo unspecified)
52: Cc1csc2c(=O)sc(NC(=O)c3cccs3)nc12
53: COc1cc(OC)cc(C(=O)NCC2CCCN(Cc3cccc(C(C)=O)c3)C2)c1 (stereo unspecified)
54: O=C(O)CC1(CC(=O)Nc2ccc(Br)cc2)CCCCC1
Compound	49	50	51	52	53	54
AGP1 TOR yeast	100	103	102	22[may fluoresce violet]	99	94
CIT2 TOR yeast	97	104	95	?	97	107
AHR act	6	2	-1	17	0	1
LAP4 TOR yeast	107	98	100	88[may fluoresce violet]	96	86
MEP2-GFP yeast	108	106	109	596*[may fluoresce violet]	100	96
RPL19A TOR yeast	93	107	100	48*[may fluoresce violet]	97	111
proCasp3 act	-1	12	1	-2	9	-3
proCasp7 act	14	-8	-6	-1	17	-2

55: COc1ccccc1-n1c(=O)oc2ccc(Cl)cc2c1=O
56: COC(=O)[C@@]12CCCN1[C@H](c1ccc(SC3CCCCC3)cc1)[C@H]1C(=O)N(C)C(=O)[C@H]12
57: CC(C)Cc1nnc(NC(=O)CCC(=O)NCCc2ccccc2)s1
58: CC1=CCC2C(=O)N(c3ccc(C)c(Br)c3)C(=O)C2C1 (stereo unspecified)
59: Cc1ccc2nc(SC(C)C(=O)NC3CCCc4ccccc43)[nH]c2c1 (stereo unspecified)
60: CCOc1ccc(-n2cnc3c(=O)[nH]c(N)nc32)cc1
Compound	55	56	57	58	59	60
AGP1 TOR yeast	101	87	111	102	107	90
CIT2 TOR yeast	105	103	114	98	100	99
AHR act	68*	-2	2	90*	20	5
LAP4 TOR yeast	92	118	113	98	103	89
MEP2-GFP yeast	107	93	112	104	113	107
RPL19A TOR yeast	104	99	113	99	97	98
proCasp3 act	-2	9	0	-3	-6	4
proCasp7 act	1	-6	4	0	7	11

Assay outcomes as filed in PubChem BioAssay.

This is a random part of the collection. About 3.5% of those tested had a hit in this group.
